# PolyA inh: inhibitors of polyadenylation in S. cerevisiae; S. cerevisiae SKY197-pL101 polyadenylation reporter, beta-gal luminescence; efflux-impaired pdr1/pdr3 knockout yeast; score 100 = 6 SD above DMSO; calls only at 12 µM; 300,000 tested, 0.02% active;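 active = lowest replicate activity score at least 50, where 100 means six control SD above control mean; inconclusive = lowest score under 50 but half or more replicates reach 50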;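 note: yeast exposed to compound for 9 h at 30 °C; higher score means more reporter readthrough which indicates perturbed polyadenylation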
# TRPC4 inh: TRPC4 (mouse) channel inhibition | B-score at 10 µM | Q9QUQ5 | HEK293 TRPC4beta/mu-opioid, DAMGO-evoked Fluo4 calcium flux; active compounds read low | 300,000 tested, 0.39% active;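 active = B-score over 3 SD under the library average, no early fluorescence shift, positive overall ratio signal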
# Target sequence (Q9QUQ5 whole entry, looked up): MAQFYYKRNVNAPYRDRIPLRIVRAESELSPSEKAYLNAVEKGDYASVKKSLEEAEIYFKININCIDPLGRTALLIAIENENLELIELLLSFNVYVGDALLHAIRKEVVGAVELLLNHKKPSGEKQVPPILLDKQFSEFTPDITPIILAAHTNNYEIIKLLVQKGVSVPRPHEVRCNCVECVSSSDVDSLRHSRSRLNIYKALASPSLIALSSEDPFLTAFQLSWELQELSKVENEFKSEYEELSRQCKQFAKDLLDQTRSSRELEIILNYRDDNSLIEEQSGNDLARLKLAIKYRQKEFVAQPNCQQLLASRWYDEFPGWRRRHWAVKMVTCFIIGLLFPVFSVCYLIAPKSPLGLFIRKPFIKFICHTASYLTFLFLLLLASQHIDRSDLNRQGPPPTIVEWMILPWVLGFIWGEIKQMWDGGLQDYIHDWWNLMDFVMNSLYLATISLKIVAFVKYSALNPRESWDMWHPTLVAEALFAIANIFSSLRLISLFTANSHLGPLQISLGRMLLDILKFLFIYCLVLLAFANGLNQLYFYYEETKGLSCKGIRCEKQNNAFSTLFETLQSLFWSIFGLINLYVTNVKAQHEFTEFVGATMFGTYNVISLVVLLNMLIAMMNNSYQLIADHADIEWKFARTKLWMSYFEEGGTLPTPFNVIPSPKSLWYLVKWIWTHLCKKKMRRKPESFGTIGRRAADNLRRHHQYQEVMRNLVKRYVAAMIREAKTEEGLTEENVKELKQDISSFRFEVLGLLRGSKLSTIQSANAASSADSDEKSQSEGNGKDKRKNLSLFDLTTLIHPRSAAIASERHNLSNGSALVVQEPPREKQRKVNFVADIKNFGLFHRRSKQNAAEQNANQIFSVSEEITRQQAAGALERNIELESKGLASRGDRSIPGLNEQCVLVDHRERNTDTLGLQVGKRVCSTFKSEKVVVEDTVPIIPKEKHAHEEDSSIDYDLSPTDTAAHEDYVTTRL
#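 Material: HEK293 cells with stable TRPC4beta plus mu-opioid receptor expression; probe or stimulus: DAMGO in two steps, submaximal then maximal; technique: Fluo4 calcium fluorescence by kinetic imaging, 5 s 1 Hz baseline; measure: integrated fluorescence ratio relative to baseline, converted to per-well B score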
# TRPC6 activator: activators of mouse TRPC6 channel; HEK293-TRPC6 membrane potential dye fluorescence; active compounds read high; B-score at 10 µM; 310,000 tested, 0.13% active; AID 2550;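 active = B-score of the integrated fluorescence ratio above library mean plus 3 SD, and starting fluorescence ratio within library mean plus 5 SD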;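 note: higher score means more depolarization so channel activation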
# AI-2 QS mod: modulators of Vibrio harveyi AI-2 quorum sensing system | AID 2094 | Vibrio harveyi JMH597 AI-2 luminescence/OD600 ratio, 9 h; active compounds read low; strain lacks LuxN and CqsS sensors; 0 = neutral-control median | 300,000 tested, 0.4% active | activity change, % at 7.5 µM; in the data active = activity change below about -75%, passing the limit was not always enough; inconclusive = no clear call, values can overlap the other calls;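 note: luminescence divided by OD600 gain over 9 h not by final OD600 alone; inactives centre near 13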
# TRPC4 agonist: TRPC4 (mouse) channel activation. Q9QUQ5. HEK293 TRPC4beta/mu-opioid, Fluo4 calcium fluorescence; active compounds read high. AID 2237. B-score at 10 µM. 310,000 tested, 0.49% active;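 active = B-score above 5 SD of library B-scores, and initial fluorescence ratio not above library mean plus 5 SD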;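 note: positive B-score marks a calcium rise read as TRPC4 activation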
#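 Material: HEK293 stable line with TRPC4beta plus mu-opioid receptor; technique: Fluo4 calcium-sensitive dye fluorescence, kinetic, 1 Hz baseline; timing: Fluo4 dye loading 45 min at room temperature, 110 s recording; controls: assay buffer as low control, maximal DAMGO as high control; read-out: integrated baseline-normalised fluorescence ratio, converted to per-well B score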
# MrgX1 antagonist: human MrgX1 receptor antagonism, primary screen | B-score at 10 µM | 310,000 tested, 1.3% active | AID 588676 | MRGX1-HEK293 calcium flux, Fluo-4, BAM8-22 antagonism; active compounds read low | Q96LB2;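 active = calcium-response B-score plate-corrected more than 3 library SD below zero, starting fluorescence within 5 deviations, no agonist response on first addition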;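 note: peak minus trough fluorescence over baseline after final BAM8-22 challenge near maximal dose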
# MrgX1 PAM: human MrgX1 positive allosteric modulation, primary screen; MrgX1-HEK293, Fluo-4 calcium flux, FDSS; active compounds read high; B-score at 10 µM; 310,000 tested, 0.63% active;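 active = plate-corrected calcium response at least 3 library SD above typical, normal starting fluorescence, not activating the receptor alone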;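 note: compound read alongside a low EC10 to EC30 dose of BAM8-22 agonist; peak minus trough fluorescence over baseline measured at the second addition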
# MrgX1 agonist: activates human MrgX1 receptor signaling | Q96LB2 | MrgX1-HEK293 cells, Fluo-4 calcium fluorescence, agonist mode; active compounds read high | B-score at 10 µM | 310,000 tested, 0.44% active;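 active = calcium response B-score plate-corrected fluorescence ratio at least 3 library SD, with starting fluorescence B-score inside 5 SD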
#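 Material: HEK293 cells stably expressing human MrgX1 receptor | Quantity: 15,000 cells per well | Times: Cells plated overnight, dye loaded 0.5 h 37 °C, 0.5 h room temperature | Measured by: Kinetic Fluo-4 NW fluorescence of intracellular calcium | Control set: Positive and negative controls per plate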
# TRPC6 inhibitor: inhibitors of mouse TRPC6 channel | HEK293-TRPC6, membrane potential dye, ACh-evoked depolarization; active compounds read low | 310,000 tested, 1.1% active | B-score at 10 µM;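 active = B-score under library mean minus 3 SD, initial fluorescence not abnormally high, positive integrated signal ratio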;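 note: B-score derived from integrated fluorescence ratio over the kinetic read; more negative B-score means stronger inhibition of depolarization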
# HIF activator: HIF pathway transcriptional activation. AID 1910. U2OS HRE-luciferase reporter, luminescence; normalized: DMSO 0%, desferrioxamine 100%. 300,000 tested, 0.32% active. activation, % at 7.5 µM (by protocol);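 active = mean activation of at least 10% of the iron chelator positive control signal, with at least half of replicates also reaching 10%; inconclusive = mean and replicate majority disagree about reaching 10%; inactive = mean and most replicates under 10%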
# TRPC4 potent: allosterically enhances the mouse TRPC4 cation channel; HEK293 TRPC4beta/mu-opioid, DAMGO EC20, Fluo-4 Ca2+ flux; active compounds read high; 310,000 tested, 0.42% active; B-score at 10 µM; Q9QUQ5;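 active = B-score of calcium response area above 5 SD of library B-scores, with initial fluorescence ratio within 5 SD of library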;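 note: B-score of integrated fluorescence ratio over time as area under calcium response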
# * hit, by the source's call; i = inactive; u = inconclusive; x = not tested or not shown. These rows are one share of the data, so the mix of outcomes need not match the whole.
SMILES,PolyA inh,TRPC4 inh,TRPC6 activator,AI-2 QS mod,TRPC4 agonist,MrgX1 antagonist,MrgX1 PAM,MrgX1 agonist,TRPC6 inhibitor,HIF activator,TRPC4 potent
CC(NS(=O)(=O)c1ccc(Br)cc1)C(=O)NCc1ccc2c(c1)OCO2 (stereo unspecified),i,i,i,11.5,i,i,i,i,i,0.3,i
Cc1nn(-c2ccccc2)c(N2CCCC2)c1/C=N/NC(=S)Nc1ccc(F)cc1,i,i,i,31.0,i,i,i,i,i,0.1,i
Cn1nc(-c2ccccc2)c(C(=O)Nc2ccc(C(F)(F)F)cc2)c1Cl,i,i,i,23.4,i,i,i,i,i,0.1,i
COc1ccc(C(CNC(=O)COc2ccccc2OC)N(C)C)cc1OC (stereo unspecified),i,i,i,17.4,137*,i,i,i,i,3.2,i
O=C(COc1cc(Cl)c(Cl)cc1Cl)Nc1cccc(O)c1,i,i,i,12.6,i,i,i,i,i,3.4,i
COc1ccc(CNC(=O)C2CCC(CNS(=O)(=O)c3cccc4cccnc34)CC2)cc1 (stereo unspecified),i,i,i,24.6,i,i,i,i,i,0.3,i
COc1cccc(C(=O)Nc2ccc3[nH]ncc3c2)c1OC,i,i,i,18.9,i,i,i,i,i,3.6,i
Cc1ccc(C(=O)COC(=O)CNC(=O)c2ccc(N3C(=O)c4ccccc4C3=O)cc2)cc1C,i,i,i,26.0,i,i,i,i,i,0.0,i
O=S(=O)(c1ccc2ccccc2c1)N1CCc2ccccc21,i,i,i,7.8,i,i,i,i,i,0.1,i
COc1cc(-c2nnc(SCC(=O)Nc3cc(C)on3)n2C)cc(OC)c1O,i,i,i,-0.6,i,i,i,i,i,-1.3,i
COc1ccc(-c2nnc(SCC(=O)Nc3ccc(C)cc3)n2C)cc1,i,i,i,11.5,i,i,i,i,i,0.1,i
Cc1cccc(Nc2nc(NCc3ccco3)nc(N3CCOCC3)n2)c1,i,i,i,14.2,i,i,i,i,i,0.2,i
CCSc1nnc(NC(=O)c2ccc3c(c2)OCO3)s1,i,i,i,11.8,i,i,i,i,i,2.0,i
CCOC(=O)N1CCN(Cc2nc(N)nc(Nc3ccc(Cl)cc3)n2)CC1,i,i,i,1.1,i,i,i,i,i,1.7,i
CC(/C=N/NC(=O)c1nnn(-c2nonc2N)c1C(C)C)=C\c1ccco1,i,i,i,3.1,i,i,i,i,i,0.4,i
Cn1c(SCC(=O)C(C)(C)C)nnc1-c1ccccn1,i,i,i,9.3,i,i,i,i,i,0.3,i
O=C(/C=N/O)Nc1ccc2sc3ccccc3c2c1,i,i,i,-11.1,i,i,i,i,i,0.6,i
O=C(CSc1nc2ccccc2o1)NCc1ccc2c(c1)OCO2,i,i,i,10.8,i,i,i,i,i,1.9,i
Cc1ccc(CC2C(=O)N(c3nc(C)cc(C)n3)C(=O)C2C)cc1 (stereo unspecified),i,i,i,11.9,i,i,i,i,i,-0.2,i
COc1ccc(NC(=O)C2CCN(S(=O)(=O)c3ccc(C)cc3)CC2)cc1OC,i,i,i,10.9,i,i,i,i,i,0.9,i
O=C(O)c1cc(-c2ccc(N3CCOCC3)cc2)nn1-c1ccc(F)cc1F,i,i,i,12.5,i,i,i,i,i,-0.1,i
Cc1ccc(S(=O)(=O)N(C)C)cc1NC(=O)COC(=O)CCCOc1ccccc1,i,i,i,1.4,i,i,i,i,i,0.3,i
COc1ccc(C(=O)N(C(C)C)C(C)C)c(OC)c1,i,i,i,20.0,i,i,i,i,i,-1.1,i
CC1CCc2c(sc3nn[nH]c(=O)c23)C1 (stereo unspecified),i,i,i,17.3,i,i,i,i,i,0.1,i
CC(C)(CNC(=O)c1cccc(NS(=O)(=O)c2ccc(Br)cc2)c1)N1CCOCC1,i,i,i,-1.0,i,i,i,i,i,-0.1,i
Cc1c(C(=O)NCc2ccc3c(c2)OCO3)sc2nc(-c3ccc(F)cc3)cn12,i,i,i,25.3,i,i,i,i,i,0.4,i
CC1CCCC(C)N1S(=O)(=O)c1ccc(Cl)cc1 (stereo unspecified),i,i,i,10.2,i,i,i,i,i,0.0,i
CCC(C)N(CCNC(=O)CC1Oc2ccccc2NC1=O)C1CCCCC1 (stereo unspecified),i,i,i,11.3,i,i,i,i,-8.02*,x,i
CCC(=O)N1N=C(c2c(-c3ccccc3)c3cc(Cl)ccc3[nH]c2=O)CC1c1ccco1 (stereo unspecified),i,i,i,6.4,i,i,i,i,i,-0.1,i
CSCC(=O)N1CCC(Oc2cccc(C(=O)NCc3ccccn3)c2)CC1,i,i,i,-2.7,i,i,i,i,i,-0.4,i
O=C(Nc1cccnc1)c1cc(S(=O)(=O)N2CCCCC2)c(Cl)cc1Cl,i,i,i,20.5,i,i,i,i,i,-0.6,i
Cc1ccc(SCc2ccc(C(=O)Nc3cccc([N+](=O)[O-])c3C)cc2)cc1,i,i,i,26.6,i,i,i,i,i,-0.3,i
O=C(CCC1CCCN(C(=O)c2ccccc2Cl)C1)N1CCN(c2ccccn2)CC1 (stereo unspecified),i,i,i,0.7,i,i,i,i,i,0.1,i
COc1ccccc1OCCCCNCCO,i,i,i,2.0,i,i,i,i,i,1.1,i
C=CCn1c(SC(CCO)C(=O)NCc2ccco2)nc2sc3c(c2c1=O)CCC3 (stereo unspecified),i,i,i,9.7,i,i,i,i,i,-0.3,i
CCOc1cccc(-c2c(C(=O)N/N=C/c3c(F)cccc3Cl)nnn2-c2nonc2N)c1,i,i,i,-26.3,i,i,i,i,i,0.1,i
COc1ccc(C(O)Cn2c(=N)n(CCCN(C)C)c3ccccc32)cc1 (stereo unspecified),i,i,i,13.7,i,i,i,i,i,-0.5,i
Cc1ccc(NC(=O)CN2C(=O)NC(C)(c3ccc(Cl)cc3)C2=O)c(Br)c1 (stereo unspecified),i,i,i,-5.6,i,i,i,i,i,-0.1,i
Cc1ccc2c(c1)c1c3n2CCN(CC(N)=O)C3CCC1 (stereo unspecified),i,i,i,22.9,i,i,i,i,i,-27.5,i
CCCc1c(C(=O)Nc2ccc(F)cc2F)cnn1-c1ccccc1,i,i,i,4.0,i,i,11.5*,i,i,0.1,i
COCCNC(=S)NN=C1CCC(c2ccccc2)CC1 (stereo unspecified),i,i,i,11.8,i,i,i,i,i,-0.5,i
O=C(O)c1ccc(C(=O)c2ccc3c(c2)C(=O)N(Cc2ccco2)C3=O)cc1,i,i,i,31.5,i,i,i,i,i,0.3,i
Cc1ccc(-n2nc3c(=O)n(CC(=O)NCCc4ccc(Cl)cc4)nc(C)c3c2C)cc1,i,i,i,8.4,i,i,i,i,i,-1.3,i
CCN(CC)S(=O)(=O)c1ccc(C(=O)NCCc2cc3c(OC)ccc(OC)c3[nH]c2=O)cc1,i,i,i,14.5,i,i,i,i,i,-0.5,i
Cc1ccc(N(C(=O)c2csnn2)C(C(=O)NC(C)(C)C)c2ccccn2)cc1 (stereo unspecified),i,i,i,17.4,i,i,i,i,i,1.9,i
CCC1CCCCN1CCCNC(=O)CS(=O)Cc1nc(-c2ccc(OC)c(OC)c2)oc1C (stereo unspecified),i,i,i,-2.1,i,i,i,i,i,0.4,i
CN(CC(=O)Nc1c(Cl)cccc1Cl)C(=O)CC1Sc2ccccc2NC1=O (stereo unspecified),i,-6*,i,27.8,i,i,i,i,i,0.6,i
Cc1c(-c2ccccc2)c(=O)oc2ccc(O)cc12,i,i,i,17.4,i,i,i,i,i,0.1,i
CN1C(=O)N(CN2CCCCC2)C2C1N(C)C(=O)N2CN1CCCCC1 (stereo unspecified),i,i,i,5.9,i,i,i,i,i,-0.2,i
CC(=O)C1=C(S(=O)(=O)c2ccc(C)cc2)CS(=O)(=O)C1,i,-7*,i,61.3,i,x,x,x,i,1.2,i
CN(C)c1ccccc1C(=O)N1CCC(n2nccc2NC(=O)C2CC2)CC1,i,i,i,26.8,i,i,i,i,i,1.1,i
COc1cc(C2Nc3ccccc3C(=O)N2c2ccc(Cl)cc2)c(Cl)cc1OCC(=O)O (stereo unspecified),i,i,i,6.1,i,i,i,i,i,5.1,i
Cc1onc(-c2ccccc2)c1C(=O)O/N=C(\N)c1ccc([N+](=O)[O-])o1,i,i,i,u,i,i,i,i,i,-0.9,i
COc1ccc(CCNC(=O)c2nonc2N)cc1,i,i,i,-2.1,i,i,i,i,i,2.9,i
Cn1cc(C(=O)N/N=C/C=C/c2ccccc2)ccc1=O,i,i,i,18.8,i,i,i,i,i,-0.6,i
CCCCC(=O)N(c1ccc(OC)cc1)C1C=CS(=O)(=O)C1 (stereo unspecified),i,i,i,19.7,i,i,i,i,i,1.1,i
CC(C)N(Cc1nccn1C)C(=O)CC1C(=O)NCCN1Cc1ccc(F)cc1 (stereo unspecified),i,i,i,13.5,i,i,i,i,i,-0.5,i
COCCNC(=O)C(NC(=O)C1CCCCC1)C12CC3CC(CC(C3)C1)C2 (stereo unspecified),i,i,i,3.9,i,i,i,i,i,-0.5,i
CC(C)NCC(O)COc1c(F)cc(Br)cc1F (stereo unspecified),i,i,i,45.4,i,i,i,i,i,0.0,i
Cc1cccc(N2CCN(C(=O)C3CCCCC3)CC2)c1C,i,i,i,20.1,i,i,i,i,i,x,i

# Further entries:
SMILES,PolyA inh,TRPC4 inh,TRPC6 activator,AI-2 QS mod,TRPC4 agonist,MrgX1 antagonist,MrgX1 PAM,MrgX1 agonist,TRPC6 inhibitor,HIF activator,TRPC4 potent
CC(C)N1C(=O)N(c2ccc(Cl)cc2)C(C)(O)CC1(C)C (stereo unspecified),i,i,i,1.0,i,i,i,i,i,0.8,i
O=C1OC(Cc2ccccn2)C(O)=C1C1=NCCCCN1 (stereo unspecified),i,i,i,46.0,i,i,i,i,i,0.9,i
O=C(/C=C/c1ccccc1[N+](=O)[O-])NCCc1ccc(F)cc1,i,i,i,10.9,i,i,i,i,i,0.0,i
O=C(CCCOC(=O)c1ccc(O)cc1O)c1ccc(F)cc1,i,i,i,-21.5,i,i,i,i,i,0.2,i
